# RMI-FANCM inh = inhibitors of human RMI core complex binding to FANCM MM2. Fluorescence polarization, RMI core complex with F-MM2 peptide; active compounds read low. FP signal (polarization) at 33 µM. 0.58% of 70,000 active; in the data active means FP signal below about 40; further: inactives centre near 61; strong numbers were not always called active; unit not given here
# The depositor's hits bear a star; & = joins results of further samples. Some of the compounds tested; count on the stated rates, not on these rows.
SMILES,RMI-FANCM inh
CCOC(=O)c1cc(-c2ccccc2)sc1NC(=S)Nc1ccccc1,65
O=C(c1ccc(F)cc1F)N1CCC(c2nnc(C3CC3)o2)CC1,60
O=C(NNc1nc2ccc(F)cc2s1)c1ccc(F)cc1,59
c1ccc(-c2ccc(-c3ccccc3)o2)cc1,58&52
Nc1ccc(C(=O)c2ccccc2)cc1[N+](=O)[O-],96
CN1CCN(C(=O)NC23CC4CC(CC(C4)C2)C3)CC1,60
Cc1cc(C(C)(C)C)cc(C)c1CC1=NCCN1C(=O)c1cccs1,59
NC(=O)/C=C/c1ccco1,53
CN1C(=O)C(C)(C)COc2ccc(NS(=O)(=O)c3ccccc3Cl)cc21,66
O=C(NCCOc1ccc(-c2cccs2)nn1)Nc1ccc(Cl)cc1,72
Fc1ccc(-c2cc3ccccc3[nH]2)cc1,55
COc1cc(C(=O)Nc2ccccc2C(=O)NCC2CCCO2)cc(OC)c1OC (stereo unspecified),64
CS(=O)(=O)c1ccccc1C(=O)Nc1ccccc1Oc1ccccc1,52
CC1(C)c2sc(=O)[nH]c2SC2C(=O)N(CC(=O)O)C(=O)C21 (stereo unspecified),64
O=C(c1ncoc1-c1ccccc1)N(Cc1ccccn1)Cc1ccccn1,53
Cc1cc(C)nc(SCC(=O)Nc2ccc(S(=O)(=O)Nc3cc(C)on3)cc2)n1,59
CCCN(CCC)S(=O)(=O)c1ccc(C(=O)Oc2cc3c(C(=O)OCC)c(C)n(-c4ccccc4)c3c3ccccc23)cc1,55
Cc1ccc(-n2ncc3c(NNC(=O)c4cccc(Cl)c4)ncnc32)cc1C,57
Cc1ccc(CNC(=O)Cn2nc(C3CC3)c3cnn(-c4cccc(Cl)c4)c3c2=O)cc1,98
O=C(CCS(=O)(=O)c1ccccc1)Nc1nc(-c2ccc(Cl)s2)cs1,56
CCOC(=O)c1ccc(NC(=O)CC2S/C(=N\N=C/c3ccco3)NC2=O)cc1 (stereo unspecified),57
CSc1ccccc1C(=O)N1CCN(Cc2nc(-c3ccc(F)cc3)cs2)CC1,61
Cc1ccc(S(=O)(=O)C[C@H]2O[C@@H](n3cc(I)c(=O)[nH]c3=O)C[C@@H]2O)cc1,53
CCOC(=O)c1cncc(C#CCOC(=O)c2c(-c3c(Cl)cccc3Cl)noc2C)c1,43
COc1ccc(Cl)cc1NC(=O)CN1CCN(c2cccc(C)c2C)CC1,68
CC(C)N(C(=O)CSc1ccc(NC(=O)C2CC2)nn1)C(C)C,67
COc1cc(C)c(Br)cc1S(=O)(=O)N1CCC(C(N)=O)CC1,60
COCCCNC(=S)Sc1ccc(Cl)cc1,55
Cc1n[nH]c(=O)c2c1cnn2-c1ccccc1,70
Cc1ccc(S(=O)(=O)NCC2CCN(C3CCCC3)CC2)s1,73
O=C1NS(=O)(=O)c2cc([N+](=O)[O-])ccc21,47
COc1ccc([N+](=O)[O-])c(C=C(C#N)C#N)c1OC,60
COc1ccc(OCC(O)CN(CC(O)COc2ccc(OC)cc2)c2ccc(OC)cc2)cc1 (stereo unspecified),50
CCOC(=O)c1c(NC(=O)c2ccc([N+](=O)[O-])o2)sc2c1CCN(CC)C2,66
Cc1ccccc1C(=O)Nc1cc(-c2cc(C(C)(C)C)oc2C)nn1C,56
CCOC(=O)C1CCCN(C(=O)c2cc3ccccc3oc2=O)C1 (stereo unspecified),68
CCOC(=O)c1ccc(N2CCOCC2)c(NC(=O)CCCC(=O)O)c1,63
CCOc1ccc(-c2nnc3sc(-c4cccnc4)nn23)cc1,71
Cc1ccsc1C1CC(c2cccs2)=NN1C(=O)c1cccs1 (stereo unspecified),72
S=C(NNc1ccccc1)c1ccccc1,55
CCCCC(=O)NCCS(=O)(=O)N1CCN(c2ccccn2)CC1,60
Cc1nnc2ccc(OCCNS(=O)(=O)c3ccc4c(c3)OCCO4)nn12,65
Cc1cc(Br)ccc1SCC(=O)O,62
Cc1ccc(N2CC(c3nc(-c4ccccc4)no3)CC2=O)cc1 (stereo unspecified),64
Cc1ccc(N2CC(NC(=O)NCc3cccnc3)CC2=O)cc1C (stereo unspecified),59
Cn1c(=NC(=O)C(c2ccccc2)c2ccccc2)sc2cc(S(C)(=O)=O)ccc21,59
CCOC(=O)c1sc(=NC(=O)/C=C/c2ccc([N+](=O)[O-])s2)n(C)c1C,85
Cc1ccc(OC(=O)c2sc3ccccc3c2Cl)c([N+](=O)[O-])n1,55
O=[N+]([O-])c1ccc(-c2cc(-c3ccccc3)c3cc(Cl)ccc3n2)cc1,60
O=C(NCCn1nc(-c2cccs2)ccc1=O)Nc1ccc(Cl)c(Cl)c1,90
CN(C)C=Nc1c(C#N)cnn1-c1ccccc1,60
CCN1C(=O)Cc2cc(NS(=O)(=O)CCc3ccc(OC)cc3)ccc21,70
COc1ccc(-c2csc(CN3CCN(C(=O)c4ccc(F)cc4F)CC3)n2)cc1,64
O=C(CSc1nnc2ccc(-c3cccnc3)nn12)c1ccc([N+](=O)[O-])cc1,57
CC(C)S(=O)(=O)c1csc(C(=O)NN)c1Cl,42
Cn1c(SCC(=O)Nc2ccc(Br)cc2F)nc2c(-c3ccccc3)c[nH]c2c1=O,86
COc1ccc(S(=O)(=O)N2CCN(c3ccc(-c4cccnc4)nn3)CC2)cc1OC,68
C=CCNC(=S)NNC(=O)CSc1ccccc1[N+](=O)[O-],54
NC(=S)CS(=O)(=O)c1ccc(C(F)(F)F)cc1,54
CCCn1c(=O)c2ccc(C(=O)NC3CCCCC3)cc2n2c(=O)n(Cc3cccc(Cl)c3)nc12,69

# (further entries)
SMILES,RMI-FANCM inh
COc1ccccc1CCNC(=O)C(=O)NCC(c1ccco1)N1CCOCC1 (stereo unspecified),55
CCOC(=O)NC(=O)c1ccsc1NC(=O)c1ccc([N+](=O)[O-])s1,52
Cc1cc(NC(=O)C2CC2)n(-c2nc3ccccc3s2)n1,65
Cc1cc(C)c(CSCCNC2=CC(=O)CC(c3ccc(Cl)cc3)C2)c(C)c1 (stereo unspecified),72
Cc1nc2scc(C)n2c(=O)c1NC(=O)c1ccc2ccccc2n1,64
COc1cc(NC(=O)c2ccc3snnc3c2)cc(OC)c1,52
O=C(Nc1ccc2c3c(cccc13)CC2)c1ccc(C(=O)Nc2ccc3c4c(cccc24)CC3)s1,167
Cc1sc(NC(=O)c2ccc(F)cc2)c(CN2CCCC2)c1C,76
O=C(NCc1ccc(S(=O)(=O)NCc2ccccc2)s1)c1ccccc1,59
COc1ccc(C(=O)N2CCN(c3nccn3-c3ccccc3F)CC2)cc1OC,61
C=CC1=C(C(=O)O)N2C(=O)[C@@H](NC(=O)/C(=N\OCC(=O)O)c3csc(N)n3)[C@H]2SC1,61
O=C(NCc1ccccc1Cl)c1ccc(Cn2cnc3ccccc32)o1,61
CCn1nnc2c(N3CCC(Cc4ccccc4)CC3)ncnc21,61
CC(=O)N1CCc2c(sc(N)c2-c2nc3ccccc3s2)C1,72
Cc1c(C(=O)C(=O)NCc2cccs2)c2ccccc2n1C,61
CCc1ccc(S(=O)(=O)N2CCN(c3ccc(-c4ccc(Cl)cc4)nn3)CC2)s1,95
COc1ccc(-c2c(C#N)c(SCC(=O)Nc3cccc(-c4nc5ccccc5s4)c3)nc3c2C(=O)CC(C)(C)C3)cc1,55
CC(C)(C)OC(=O)N1CCC(C(N)=O)CC1,47
Cn1c(=O)c(C#N)c(-c2cccs2)n2cnnc12,56
CCCc1c(C(=O)NNc2ccccc2OC)cnn1-c1ccccc1,61
COc1cccc(NC(=S)NCCN(C)C)c1,63
CN1C(=O)C2C(c3ccc([N+](=O)[O-])cc3)NN(C)C2C1=O (stereo unspecified),60
CC1CN(C(N)=NS(=O)(=O)c2cc(C(F)(F)F)cc(C(F)(F)F)c2)CC(C)O1 (stereo unspecified),53
O=C(Nc1ccccc1)c1oc2ccccc2c1NC(=O)c1sc2ccccc2c1Cl,64

# Some of the entries so far, field by field.
compound: CCOC(=O)C1CCCN(C(=O)c2cc3ccccc3oc2=O)C1 (stereo unspecified)
- RMI-FANCM inh: 68
compound: CCOC(=O)c1ccc(N2CCOCC2)c(NC(=O)CCCC(=O)O)c1
- RMI-FANCM inh: 63

# (listing goes on)
SMILES,RMI-FANCM inh
CCCOc1ccccc1N1C(=O)CC(N(O)c2ccccc2)C1=O (stereo unspecified),64
CS(=O)(=O)c1ccc2nc(N(Cc3ccccc3)C(=O)c3ccc4c(c3)CCCC4)sc2c1,72
O=C(ON=C(c1cccs1)c1cccs1)c1ccc(Cl)cc1,65
O=C(OCCSc1ccccn1)c1ccccc1,55
CN1CCc2cc(C(CNS(=O)(=O)Cc3ccc(F)cc3)N3CCCC3)ccc21 (stereo unspecified),55
CCOC(=O)c1c(C)oc2c1c(C=Nc1nc3ccccc3s1)c(O)c1ccccc12,57
COc1ccc(S(=O)(=O)N2CCCC2)cc1C(=O)Nc1ccc(S(C)(=O)=O)cc1,67
c1coc(-c2nnc(-c3c[nH]c4ccccc34)o2)c1,73
O=C(O)Cn1cc(C(F)(F)F)ccc1=O,58
COCCn1c(=NC(=O)c2ccn(C)n2)sc2cc(SC)ccc21,69
NC(=O)c1ccc(NC(=O)Cc2cn(Cc3ccc(F)cc3)c3ccccc23)cc1,94
N#CC(=C1C=CC(=NO)C=C1)c1ccccc1,56
Cn1cccc1C(CNC(=O)c1ccc(C(C)(C)C)cc1)N1CCCC1 (stereo unspecified),67
Cc1ccc(Cl)cc1NC(=O)C(=O)NCC(c1ccc(F)cc1)N1CCN(C)CC1 (stereo unspecified),69
O=C(NCCCn1nc(-c2ccccc2)ccc1=O)c1ccc2c(c1)OCO2,69
COCCN1CCC(CNC(=O)c2ccc(C#N)cc2)CC1,73
O=C(Nc1ccc(-c2nc3cccnc3s2)cc1)c1ccc(F)cc1F,89
O=C(CSc1ccc(-c2ccc(Cl)cc2)nn1)N1CCCCC1,57
COC(=O)c1ccc(C(=O)Nc2nnc(-c3ccc(S(=O)(=O)N(C)C)cc3)o2)cc1,62
Cc1nc2sc(C)c(C)n2c(=O)c1NC(=O)c1ccc2ccccc2n1,62
CCc1ccc(NC(=O)Cn2nc3ccc(SC4CCCCC4)nn3c2=O)cc1,81
O=C(NNC(=O)c1cccn(Cc2ccc(Cl)c(Cl)c2)c1=O)c1cc2ccccc2oc1=O,62
COc1ccc(C(=O)COC(=O)c2ccc(C)o2)cc1OC,66
O=C(CN1c2ccccc2Sc2ccccc21)N/N=C\c1cccs1,53
CC(C)(C)NC(=O)C(=O)NCC(c1ccco1)N1CCc2ccccc2C1 (stereo unspecified),50
COc1ccc2ccc(OC)c(/C=C3\NC(=S)N(C)C3=O)c2c1,62
O=C(c1nc2ccccc2s1)N(CCn1cccn1)c1nc2ccccc2s1,79
Cc1cc(C)c2nc(N(CCn3cccn3)C(=O)c3ccc4c(c3)OCCO4)sc2c1,64
Cc1cc(=O)oc2cc(Oc3ncnc4scc(-c5ccc(F)cc5)c34)ccc12,82
O=c1oc2ccccc2n1CCOc1ccc2ccccc2c1,72
O=C(CS(=O)(=O)c1ccc(Cl)cc1)NO,67
O=C(Cn1nc(-c2ccco2)c2sc(N3CCOCC3)nc2c1=O)OCc1ccccc1,77
O=C(Cn1nc2n(c(=O)c1=O)CCN2c1ccc(F)cc1)NCc1ccco1,54
O=S(=O)(Nc1ccc(Cl)c(C(F)(F)F)c1)c1cccc2cccnc12,74
COc1ccc(C)c2sc(N(CCN(C)C)C(=O)c3ccc(S(=O)(=O)N(C)c4ccccc4)cc3)nc12,79
COc1ccc(-c2cn3cccnc3n2)cc1NC(=O)/C=C\c1ccccc1,62
CC(=O)Nc1ccc(NC(=O)CCCn2nc(-c3ccc(Cl)cc3)ccc2=O)cc1,62
O=S(=O)(NCc1ccco1)c1ccc(Cl)c(Cl)c1,55
Cc1cccc(NC(=O)c2ccn(C)n2)c1C,70
CSC1=NCN(CCCO)CN1,52
CC(=O)N1CCN(C(=S)c2ccc(-c3ccc(F)cc3)o2)CC1,61
CC(C)(C)c1ccc(-c2nnc(SCC(=O)c3ccc(F)cc3)n2-c2ccc3c(c2)OCO3)cc1,60
NC(=O)C1Cc2ccccc2N1C(=O)CSCc1ccccc1 (stereo unspecified),69
COC(=O)c1ccc(CSc2ccc([N+](=O)[O-])cc2)cc1,62
O=C(O)CN1C(=O)c2cccc([N+](=O)[O-])c2C1=O,62
Cn1nccc1C(=O)N(Cc1cccnc1)c1nc2ccccc2s1,69
COc1ccc(C(=O)Nc2ccc3c(c2)N(C(=O)C2CCCO2)CC3)cc1OC (stereo unspecified),62
COC(=O)c1ccc(C(=O)Nc2nc(-c3ccc(OC)c(C)c3)cs2)cc1,71
CCOC(=O)c1cc(C(C)(C)C)n(-c2ccc(N3CCOCC3)cc2)c1C,55
COC(=O)c1ccccc1NS(=O)(=O)c1ccsc1C(=O)OC,67

# Entries from the list above with a furan ring, fused or not (16):
SMILES,RMI-FANCM inh
c1ccc(-c2ccc(-c3ccccc3)o2)cc1,58&52
NC(=O)/C=C/c1ccco1,53
CCOC(=O)c1ccc(NC(=O)CC2S/C(=N\N=C/c3ccco3)NC2=O)cc1 (stereo unspecified),57
CCOC(=O)c1c(NC(=O)c2ccc([N+](=O)[O-])o2)sc2c1CCN(CC)C2,66
Cc1ccccc1C(=O)Nc1cc(-c2cc(C(C)(C)C)oc2C)nn1C,56
COc1ccccc1CCNC(=O)C(=O)NCC(c1ccco1)N1CCOCC1 (stereo unspecified),55
O=C(NCc1ccccc1Cl)c1ccc(Cn2cnc3ccccc32)o1,61
O=C(Nc1ccccc1)c1oc2ccccc2c1NC(=O)c1sc2ccccc2c1Cl,64
CCOC(=O)c1c(C)oc2c1c(C=Nc1nc3ccccc3s1)c(O)c1ccccc12,57
c1coc(-c2nnc(-c3c[nH]c4ccccc34)o2)c1,73
COc1ccc(C(=O)COC(=O)c2ccc(C)o2)cc1OC,66
CC(C)(C)NC(=O)C(=O)NCC(c1ccco1)N1CCc2ccccc2C1 (stereo unspecified),50
O=C(Cn1nc(-c2ccco2)c2sc(N3CCOCC3)nc2c1=O)OCc1ccccc1,77
O=C(Cn1nc2n(c(=O)c1=O)CCN2c1ccc(F)cc1)NCc1ccco1,54
O=S(=O)(NCc1ccco1)c1ccc(Cl)c(Cl)c1,55
CC(=O)N1CCN(C(=S)c2ccc(-c3ccc(F)cc3)o2)CC1,61
